# Source: PubChem
# IEC-6 cytotox: counter-screen for KLF5 inhibitors: cytotoxicity in IEC-6 cells. IEC-6 cytotoxicity, luminescence viability. inhibition, % at 5 µM. 290,000 compounds, 0.78% hits. AID 1825; in the data active = inhibition above about 22%;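 note: 0% = plate median of test compound wells and 100% = cytotoxic reference compound wells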
# HSF-1 act: increases HSF-1 driven luciferase reporter signal | NIH3T3-HGL HSF-1 luciferase reporter, MG132, 8 h; 100% = twice DMSO control signal | 300,000 compounds, 1.7% hits | AID 504408 | activation, % at 9 µM;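 active = mean replicate activation of at least 50% with a set share of replicates each reaching 50%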;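 note: 0% = median of the neutral control wells and 100% = twice that signal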
# HSF1 inh: HSF1 inhibition; NIH3T3-HGL HSE-luciferase, MG132-induced, luminescence 8 h; active compounds read low; activity change, negative = inhibition, % at 7.5 µM (by protocol); 300,000 compounds, 0.77% hits;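 active = more than half of replicate wells show activity change below -50%, luminescence cut by over half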;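 note: luciferase reports HSF-1 transcriptional activity via heat shock element; 0% = median of DMSO wells and -100% = zero luminescence signal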
# GSK3A inh: human GSK-3 alpha kinase inhibition | P49840 | ADP-Glo luminescence, 60 min | inhibition, % at 10 µM | 320,000 compounds, 0.1% hits;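 in the data active = inhibition above about 50%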;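 note: GST-tagged GSK-3 alpha with peptide substrate and 25 µM ATP; 0% = DMSO neutral wells and 100% = GW8510 positive control wells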
# Target sequence (P49840 whole entry, looked up): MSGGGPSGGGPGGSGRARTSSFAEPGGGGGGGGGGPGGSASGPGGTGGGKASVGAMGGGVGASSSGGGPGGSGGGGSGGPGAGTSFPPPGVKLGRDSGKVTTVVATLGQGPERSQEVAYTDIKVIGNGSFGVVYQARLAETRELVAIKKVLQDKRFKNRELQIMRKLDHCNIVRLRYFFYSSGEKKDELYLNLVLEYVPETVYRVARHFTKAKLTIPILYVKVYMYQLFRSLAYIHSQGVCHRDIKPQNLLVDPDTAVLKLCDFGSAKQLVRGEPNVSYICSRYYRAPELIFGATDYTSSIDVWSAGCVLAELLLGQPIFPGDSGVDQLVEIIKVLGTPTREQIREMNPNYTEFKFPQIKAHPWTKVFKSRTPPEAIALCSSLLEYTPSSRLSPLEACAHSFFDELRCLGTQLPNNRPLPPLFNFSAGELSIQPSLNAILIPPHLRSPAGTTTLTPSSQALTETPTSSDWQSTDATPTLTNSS
# aSyn 5UTR inh: 5' untranslated region of α-synuclein, MLPCN primary screen | alpha-synuclein 5'UTR reporter, inhibitor activity | inhibition, % (tested at 7.5 µM) | 300,000 compounds, 0.82% hits | AID 1813; in the data active = inhibition above about 60%;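 note: H4 neuroglioblastoma cells stably carrying SNCA 5'UTR luciferase fusion; 0% = DMSO wells and 100% = positive control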
# KLF5 inhibitor: kruppel-like factor 5 inhibition; DLD-1 KLF5 promoter-luciferase reporter, luminescence; inhibition, % at 5 µM; 290,000 compounds, 0.23% hits; AID 1700;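 active = inhibition above a per-plate limit of that plate's mean compound inhibition plus 3 SD, cut at about 60% in these data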;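 note: 0% = DMSO wells and 100% = LY294002 at 200 µM; higher means less KLF5 promoter-driven luciferase light; inactives centre near -14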
# HSP90 refold inh: blocks HSP90-mediated luciferase refolding in reticulocyte lysate. Rabbit reticulocyte lysate, luciferase refolding luminescence, 3 h. inhibition, % at 5.6 µM. 290,000 compounds, 0.91% hits. AID 1789;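 active = inhibition above the screen-wide mean plus 3 SD, computed separately per campaign, cut at about 16% in these data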;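 note: 0% = DMSO wells and 100% = 60 µM geldanamycin wells; inhibitors lower the luminescence because luciferase stays unfolded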
# AI-2 QS modul: Vibrio harveyi AI-2 quorum sensing modulation; AID 2094; 300,000 compounds, 0.4% hits; Vibrio harveyi JMH597 AI-2 luminescence/OD600 ratio, 9 h; active compounds read low; strain lacks LuxN and CqsS sensors; 0 = neutral-control median; activity change, % at 7.5 µM; in the data active = activity change below about -75%, passing the limit was not always enough;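 note: luminescence divided by OD600 gain over 9 h not by final OD600 alone; inactives centre near 13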
# GSK3beta inhib: blocks human GSK3beta kinase activity; P49841; GST-GSK3beta kinase, ADP-Glo luminescence, 60 min; active compounds read low; activity score (negative = inhibition), % at 10 µM; 300,000 compounds, 0.038% hits; AID 2097;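 active = more than half of replicate wells score below -50%, meaning over 50% inhibition versus plate controls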;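 note: 0% = median DMSO wells and -100% = median GW8510 positive control wells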
# Target sequence (P49841 whole entry, looked up): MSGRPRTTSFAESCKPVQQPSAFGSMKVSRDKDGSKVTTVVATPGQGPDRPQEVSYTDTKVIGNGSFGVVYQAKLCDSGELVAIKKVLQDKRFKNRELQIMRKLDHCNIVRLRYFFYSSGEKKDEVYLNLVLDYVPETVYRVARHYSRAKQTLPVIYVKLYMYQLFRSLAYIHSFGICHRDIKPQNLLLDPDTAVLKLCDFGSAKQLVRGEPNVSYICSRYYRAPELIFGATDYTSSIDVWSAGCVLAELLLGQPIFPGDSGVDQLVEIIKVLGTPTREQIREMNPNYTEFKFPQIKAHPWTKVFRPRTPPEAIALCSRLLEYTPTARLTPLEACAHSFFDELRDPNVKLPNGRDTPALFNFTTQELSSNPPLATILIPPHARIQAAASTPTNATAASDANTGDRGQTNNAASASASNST
#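 Test system – GST-tagged human GSK3beta kinase, cell-free · Incubation – 60 min enzyme reaction, room temperature · Signal – ADP-Glo luminescence · Also added – peptide substrate and ATP at 25 µM · Controls – DMSO neutral wells and GW8510 at 20 µM as positive · Buffer or medium – Tris/MgCl2 kinase buffer · Measure – Luminescence-derived activity versus plate DMSO and GW8510 wells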
# PolyA inhibitor: inhibitors of polyadenylation in S. cerevisiae; 300,000 compounds, 0.02% hits; calls only at 12 µM; S. cerevisiae SKY197-pL101 polyadenylation reporter, beta-gal luminescence; efflux-impaired pdr1/pdr3 knockout yeast; score 100 = 6 SD above DMSO;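 active = lowest replicate activity score at least 50, where 100 means six control SD above control mean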;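 note: yeast exposed to compound for 9 h at 30 °C; higher score means more reporter readthrough which indicates perturbed polyadenylation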
# Numbers without * were called inactive; i = inactive; . = no result given. A portion of the library; count on the stated rates, not on these rows.
SMILES,IEC-6 cytotox,HSF-1 act,HSF1 inh,GSK3A inh,aSyn 5UTR inh,KLF5 inhibitor,HSP90 refold inh,AI-2 QS modul,GSK3beta inhib,PolyA inhibitor
COc1ccccc1-n1nnnc1SCC(=O)NC1CC1,.,-11,-8,-1,21,.,.,9,-3,.
Cc1cc(C(=O)NC(C)C2CCCO2)no1 (stereo unspecified),0,-1,-6,1,13,-28,2,13,0,i
Cc1ccc(OCC(=O)NCCN2CCOCC2)cc1C,-4,-17,-3,.,-14,-8,-4,34,2,i
O=C(Oc1cc(=O)oc2ccccc12)c1cccnc1Cl,0,8,-1,-5,16,-10,-1,45,1,i
Cn1c(=O)[nH]c(=O)c2c1nc(CN(Cc1ccccc1)Cc1ccccc1)n2CCN1CCOCC1,1,9,3,0,5,-13,-2,14,0,i
Cc1ccccc1N=C/C=C1\N(C)c2ccccc2C1(C)C,-1,3,-10,1,-18,-18,1,5,-3,i
CCOC(=O)NN1C(=O)c2ccccc2NC1c1ccc(N(C)C)cc1 (stereo unspecified),1,7,8,-1,-29,-14,2,26,7,.
Cc1ccc(CN2CCN(/N=C/c3ccc(C(F)(F)F)cc3)CC2)cc1,-2,-1,-3,-4,14,-48,-2,13,3,i
COc1ccc(C(C)=O)cc1CSc1nnc2c(Cl)cc(Cl)cn12,-3,22,2,-2,37,-31,2,13,0,i
Cc1cccc(NC(=S)N/N=C/c2cccn2Cc2ccc(F)cc2)c1,0,7,0,2,-7,3,-1,-12,0,i
O=c1c2[nH]c3ccccc3c2ncn1C1CCCCC1,-6,8,2,0,-91,-120,-2,17,-26,i
Cc1ccc(S(=O)(=O)NC2=NCCCCC2)cc1,1,-1,3,-1,12,-6,3,4,4,i

# A few values from the list.
# Result for Cc1ccc(CN2CCN(/N=C/c3ccc(C(F)(F)F)cc3)CC2)cc1 under KLF5 inhibitor: -48
# Result for COc1ccccc1-n1nnnc1SCC(=O)NC1CC1 under AI-2 QS modul: 9

# Carrying on.
SMILES,IEC-6 cytotox,HSF-1 act,HSF1 inh,GSK3A inh,aSyn 5UTR inh,KLF5 inhibitor,HSP90 refold inh,AI-2 QS modul,GSK3beta inhib,PolyA inhibitor
COc1ccc2nc(SCC(=O)NCc3ccc(S(N)(=O)=O)cc3)[nH]c2c1,0,-6,-5,-3,-9,-38,-3,16,2,i
COc1ccc(NC(=O)c2sc(NC(=O)C3CC3)nc2C)cc1,9,6,-3,-1,5,-11,0,-6,3,i
N#Cc1nc(COc2ccc(Br)cc2)oc1N1CCCC1,1,22,15,3,20,-9,0,25,4,i
COc1ccc(OCC(=O)N/N=C2\CCCc3ccccc32)cc1,0,-6,-1,-3,6,-10,3,-2,-4,i
COC(=O)c1cc(OC)c(OC)cc1NC(=O)Nc1ccc(OC)cc1,-3,0,-7,6,3,-10,1,14,0,i
CC1CC(=O)C2=C(C1)Nc1ncnn1C2c1ccccc1 (stereo unspecified),-6,-4,-9,10,-11,2,-2,20,-6,i
CC(C)=CCN1CCN(Cc2coc3ccc(C)cc3c2=O)CC1CCO (stereo unspecified),2,0,-2,-2,3,-43,-3,9,4,i
CCN(C(=O)CCc1ccccc1)C1CCCCC1,-5,1,3,-3,-5,-23,0,2,-2,i
N#CCSc1nnc(Nc2ccccc2)s1,-4,-5,-6,-1,-19,0,0,3,0,i
Cc1ccccc1N/C(=N/S(=O)(=O)c1ccccc1)c1ccc(F)cc1,-5,-8,-5,0,0,-25,-6,6,2,i
CCCOc1ccc(/C=N/NC(=O)CN2CCCCC2)cc1,3,17,-10,3,2,-20,0,0,-4,i
COc1cc(C(=O)Nc2cc3c(cc2N2CCCCC2)n(C)c(=O)n3C)cc(OC)c1OC,11,20,5,-1,-79,-5,-6,6,5,i
CC(C)Cc1nnc(NC(=O)CCC(=O)NC2CCCCC2)s1,-6,5,0,2,10,-40,1,22,-6,i
COCC(C)n1c(-c2ccc3c(c2)NC(=O)CO3)csc1=Nc1ccc(OC(F)F)cc1 (stereo unspecified),2,18,3,-2,-13,-12,0,20,1,i
Cc1cc(-c2ccccc2)nc(Oc2ccc(C(C)(C)C)cc2)c1S(C)(=O)=O,2,-2,-4,-2,33,-28,2,27,2,i
CC(=O)Nc1ccc(C(=O)Nc2nc(-c3ccccn3)cs2)cc1,4,-26,-6,2,-46,-30,4,28,1,i
O=C(Nc1cccc(O)c1)c1ccc2c(c1)C(=O)N(Cc1ccco1)C2=O,-1,8,1,-1,17,5,-1,4,-2,i
COc1cc2c(cc1OC)C(COc1ccc([N+](=O)[O-])cc1)NCC2 (stereo unspecified),9,4,-1,-2,20,1,-2,10,-1,i
Cc1ccc(-n2c(O)c(C=NCc3ccccn3)c3ccccc3c2=O)cc1,-4,23,3,-1,-15,1,0,36,-5,i
COc1ccc(N2CCN(CC(=O)c3ccc(Cl)cc3)CC2)cc1,-3,-15,4,-2,-13,-24,-3,6,1,i
S=C(Nc1ccc(Cl)c(Cl)c1)NC1CCN(Cc2ccccc2)CC1,3,5,3,13,32,2,1,-59,-5,i
CCCCOc1ccc(OC(=O)c2cccnc2)cc1,-1,1,-3,-1,26,-27,1,-41,1,i
COc1ccc(CN2CCCN(S(=O)(=O)c3ccc(Br)cc3)CC2)cc1,11,-2,2,1,11,-24,-6,19,2,i
CCOC(=O)CC(=O)Nc1nc2ccccc2s1,-3,30,14,-2,8,-11,2,11,-1,i
N#C/C(=C\c1cc([N+](=O)[O-])ccc1Cl)C(N)=O,0,-4,-4,0,0,-2,-1,1,5,i
Nn1c(SCC(=O)NCCN2C(=O)CSC2=O)nnc1-c1ccc(OC(F)F)cc1,.,9,-5,-2,-16,.,.,-1,-1,i
CC(C)[C@H](NC(=O)[C@@H]1Cc2ccccc2CN1C(=O)OC(C)(C)C)C(=O)NCC1CCC(C(=O)O)CC1 (stereo partly specified),-4,21,-1,-1,4,-6,1,5,-1,i
O=C(c1cc(COc2ccc(F)cc2F)on1)N1CCN(C2CCCC2)C(=O)C1,1,-3,3,0,-12,-50,0,11,4,i
COc1ccc(C(CNC(=O)Cc2cccs2)N(C)C)cc1 (stereo unspecified),1,4,8,-1,-8,-14,0,15,-1,i
CC1CCCC(NC(=O)Cn2cc3c(n2)CCCCC3)C1C (stereo unspecified),-4,-3,-6,-1,12,-11,-2,24,2,i
O=C(NCc1ccccc1F)c1ccc2ccccc2n1,3,-10,-7,-1,-10,-8,-1,-32,3,i
COc1ccc(OCC(=O)Nc2ccc(N3CCN(Cc4ccccc4F)CC3)cc2)cc1,-6,4,4,-2,12,34,5,17,1,i
CCS(=O)(=O)c1ccc2oc(Nc3ccc(C(C)(C)C)cc3)nc2c1,0,2,0,-3,5,-17,0,17,5,i
Cc1ccccc1N(Cc1cc(=O)[nH]c2ccccc12)C(=O)CCl,2,-9,-13,8,-38,-30,0,15,-3,i
OCc1cn(-c2ccccc2)nc1-c1cc2ccccc2o1,4,63*,32,1,-179,-198,4,21,0,i
COc1ccc(-c2cc(CCCC(=O)NCc3ccccn3)no2)cc1,-1,-41,-32,2,-51,-7,3,1,-5,i
CS(=O)(=O)N(CC(=O)N1CCCC1)Cc1ccc(Cl)c(Cl)c1,-3,13,5,-1,16,-36,1,14,0,i
CN(CC(=O)Nc1ccc(Cl)c(C(F)(F)F)c1)C(=O)C1(c2ccccc2)CC1,.,1,5,.,7,.,.,1,3,i
CC(CCc1ccccc1)NC(=O)CC(C)c1ccccc1 (stereo unspecified),5,8,-4,-2,19,-8,-2,-4,0,i
Cc1ccc(/C=C/c2nc3sc(C(=O)O)c(C)c3c(=O)[nH]2)cc1[N+](=O)[O-],-19,2,-9,6,-5,6,2,44,0,i
O=C(NC(=S)Nc1ncccn1)c1ccccc1Cl,-1,8,20,-2,-181,-79,0,14,3,i
NC(N)=Nc1cc2ccccc2c2ccccc12,9,23,0,6,-23,-13,0,25,-17,i
O=C1CCCC2=C1C(c1ccccc1)NC(=S)N2 (stereo unspecified),-2,45,34,-2,24,-22,1,-6,2,i
COc1cc(C)c(S(=O)(=O)Nc2ccc(CC(=O)O)cc2)cc1C,3,8,-4,-3,-8,-6,-4,7,-1,i
CCCCCc1ccc(OCCCC[n+]2ccc(C)cc2)c(CCCCC)c1,19,.,.,18,.,13,5,-7,-12,i
CCCNC(=O)c1cc(-c2ccccc2)c(N2CCCCC2)s1,-2,-1,-1,-1,-8,-3,9,21,1,i
CC1CCC/C(=N\NC(=S)NCc2ccccc2)C1 (stereo unspecified),-3,41,0,2,6,-5,-4,11,4,i
CSc1ncccc1C(=O)OCc1ccc([N+](=O)[O-])cc1,4,15,11,-1,2,-2,5,4,3,i
CCC(=O)Nc1nc(=S)ss1,-7,18,1,-8,-24,9,6,45,0,i
CN(C)c1nc(SCCOC(=O)Nc2ccccc2)nc(N(C)C)n1,-1,5,-1,.,1,-21,-1,8,4,i
COc1ccc2c(-c3ccccc3)cc(SCC(=O)N(C)C)nc2c1,10,2,6,2,48,-16,5,7,3,i
CSc1ccccc1NC(=O)CN1CCCCC1,1,-3,-4,-1,19,-18,1,10,-1,i
O=C(Cc1c(F)cccc1Cl)Nc1ccccc1N1CCCCC1,-2,10,8,-2,-7,16,1,17,0,i
CCOC(=O)c1c(S(=O)(=O)Nc2ccc(F)cc2C)c(C)n(C)c1C,2,8,-4,-5,2,-42,-1,23,-1,i
COc1ccc(NC(=O)CSCC(=O)Nc2sccc2C#N)cc1,.,3,-5,-3,7,.,.,29,0,i
CC(Oc1ccc2ccc(=O)oc2c1)C(=O)c1ccccc1 (stereo unspecified),-9,-10,1,-3,4,-5,-4,1,-3,i
CCN(CC)CCCNC(=O)C1c2ccccc2C(=O)N(C)C1c1ccc(OC)cc1 (stereo unspecified),7,5,-8,1,-12,5,4,28,1,i
Cc1ccc(/C(O)=C2\C(=O)C(=O)N(C)C2c2ccccc2[N+](=O)[O-])cc1 (stereo unspecified),6,10,3,-2,-10,-110,0,7,-2,i
Cc1cc(F)ccc1S(=O)(=O)N1CCCOC1CNC(=O)C(=O)NCc1cccnc1 (stereo unspecified),-7,1,-3,0,-3,-37,0,14,0,i
CCOc1ccc(CCNC(=O)C2CCCN(c3nn4c(=O)cc(C)nc4s3)C2)cc1OCC (stereo unspecified),-6,1,4,-1,9,-41,1,31,-1,i
O=C(Oc1ccc(-c2nnco2)cc1)N1CCOCC1,-4,5,-3,0,4,-20,0,4,-1,i
Cc1ccc(-n2nnnc2SCC(=O)c2cc(C)n(-c3cc(C)on3)c2C)c(C)c1,-3,18,-1,-3,-6,-9,1,17,1,.
Cc1cc(=O)n(CCO)c(O)c1C#N,7,10,-1,0,20,-27,9,16,3,i
